Screens deposited in PubChem by Broad Institute.
LGR2 inh – Drosophila LGR2 receptor signaling inhibition. HEK293 LGR2, CRE-luciferase, bursicon-stimulated, 4 h. inhibition, % at 9.99 µM. 380,000 tested, 0.35% active. AID 720647;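 active = drop in luminescence signal, shown as inhibition above about 50% in the replicate tests, limit read from the data, passing the limit was not always enough; inconclusive = probably only some replicates passing the limit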;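 also: agonist challenge used bursicon conditioned medium at about half maximal strength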
EWS-Fli block – EWS/Fli transcriptional activity inhibition | 350,000 tested, 0.67% active | AID 651661 | A673 NR0B1-luciferase reporter, viability-normalised | inhibition, % at 12.6 µM;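 active = mean inhibition of at least 50% after viability correction, with every replicate also passing that limit; inconclusive = mean reaches 50% but only one of two replicates passes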;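 also: firefly luciferase signal divided by Alamar Blue viability fluorescence both relative to DMSO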
PGC1a acetyl inh – modulators of PGC1a acetylation. U2OS PGC1a acetylation, AlphaScreen anti-acetyl-lysine; with virally co-expressed GCN5 acetyltransferase. inhibition, % at 15.6 µM. 350,000 tested, 0.17% active;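 active = every replicate shows inhibition of at least 40%; inconclusive = mean inhibition at least 40% but some replicate below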;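 also: 0% = neutral control wells and 100% = positive control wells; some results beyond the cut were filed as inactive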
CASP6 VEID inh – inhibitors of human caspase-6; 350,000 tested, 0.53% active; purified caspase-6, Z-VEID-R110 cleavage fluorescence; P55212; inhibition, % at 12.5 µM;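 active = mean inhibition across replicates at least about 35%, with every replicate also reaching that limit, limit read from the data; inconclusive = only one of the two criteria met; inactive = neither criterion met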;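 also: 0% = median of neutral control wells and 100% = no fluorescence left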
Target sequence (P55212 24-179 limits assumed): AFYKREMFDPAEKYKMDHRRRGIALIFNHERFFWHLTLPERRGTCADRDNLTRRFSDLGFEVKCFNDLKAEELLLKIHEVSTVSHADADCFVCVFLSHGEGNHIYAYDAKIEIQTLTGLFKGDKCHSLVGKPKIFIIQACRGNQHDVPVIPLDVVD
Target sequence (P55212 194-293 limits assumed): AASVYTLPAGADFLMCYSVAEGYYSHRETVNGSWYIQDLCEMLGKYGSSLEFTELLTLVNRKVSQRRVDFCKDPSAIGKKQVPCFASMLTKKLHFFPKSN
Cneo AK release – Cryptococcus neoformans lysis via adenylate kinase release. C. neoformans lysis, adenylate kinase release luminescence, 4 h; normalised: neutral wells 0, clomiphene wells 100. lysis activity, % at 15 µM. 360,000 tested, 0.2% active. AID 651654;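 active = mean lysis activity across replicates of at least 80%, whatever share of replicates individually reach that level; inactive = mean lysis activity below 80%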
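read-out = cell lysis signal | test system = log-phase Cryptococcus neoformans yeast cells | input = cells at 5 × 10^6 per mL | medium = fresh YPD growth medium | signal = luminescent adenylate kinase detection reagent | timing = 4 h at 37 °C static, read 1 h later | dosing = single dose | controls = Clomiphene as positive lysis control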
FN deposition inh – fibronectin deposition inhibition; AH1F fibroblasts, Alexa488-fibronectin deposition fluorescence, overnight; inhibition, % at 12.6 µM; 350,000 tested, 0.086% active; AID 743247;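 active = mean inhibition across replicates of 30% or more, regardless of how many single replicates reach that level; inconclusive = mean under 30% yet at least half of replicates reach 30%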;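 also: positive control wells lacked labelled fibronectin entirely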
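material = AH1F fibroblast monolayer depositing Alexa488-labelled fibronectin into matrix | amount = 10000 AH1F cells/well | buffer or medium = DMEM plus 2% serum, read in PBS | incubation = 1 h cell adhesion before compound, then overnight fibronectin incubation | detection = fluorescence at 485 nm excitation, 525 nm emission | evaluation = percent inhibition as loss of matrix-bound fibronectin fluorescence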
PAX8 reporter – lowers PAX8-driven luciferase in RMG-I cells. inhibition, % at 12.6 µM. AID 652154. 360,000 tested, 1.2% active. RMG-I TPO-luciferase reporter, SteadyGlo, 24 h;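 active = mean replicate inhibition at least 60% with every replicate also reaching 60%; inconclusive = only one of the two criteria is met; inactive = mean below 60% and not all replicates reaching 60%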;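 also: luciferase light reporting Pax8 driven TPO promoter activity; plate controls were median of neutral control wells for no effect and mitoxantrone controls for full effect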
miR122 inh – inhibitors of miR-122 in Huh7 cells | Huh7 miR-122 Renilla luciferase sensor, 48 h; neutral wells = 0, positive control = 100 | activation (reporter increase), % at 12.5 µM | 340,000 tested, 0.3% active | AID 602342;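 active = mean replicate activation score at least 90 and every replicate individually at or above 90; inconclusive = only one of the two criteria met; inactive = neither criterion met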;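 also: higher luciferase means less miR-122 activity so hits act as miR-122 inhibitors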
Numbers without * were called inactive; ? = inconclusive; . = not tested or not shown; [ ] = remark or other dose. This is a random part of the collection. Share with any hit: about 2.5%.

SMILES | LGR2 inh | EWS-Fli block | PGC1a acetyl inh | CASP6 VEID inh | Cneo AK release | FN deposition inh | PAX8 reporter | miR122 inh
C/C(=N/NC(=O)CNc1ccc(C)cc1)c1ccc(Br)s1 | -12 | -2 | -4 | 1 | -6 | . | . | 8
c1c(CC2CCCC2)nnn1C[C@H]1CC[C@@H]([C@@H]2CC[C@H](Cn3cc(CC4CCCC4)nn3)O2)O1 | 11 | 9 | 7 | 0 | 10 | -4 | -18 | -4
CN(C)S(=O)(=O)c1cccc2c1C(=O)c1ccccc1C2=O | 0 | -12 | . | 0 | . | -4 | 24 | .
Cc1cc(C)n2c(-c3ccccc3Cl)nnc2n1 | 12 | . | 5 | . | 3 | . | . | 1
COC(=O)c1cn(-c2ccccc2)c(=O)c2ccccc12 | -13 | -14 | 8 | 3 | -6 | . | 3 | 1
Cc1ccccc1S(=O)(=O)N1C[C@H](O)COC[C@@H]2O[C@H](CC(=O)NCCc3ccccc3)CC[C@H]21 | 8 | 0 | 2 | -11 | 0 | -9 | 8 | -2[16.7 µM]
Cc1nc(C2COc3ccccc3O2)sc1C(=O)O (configuration not stated) | -40 | -6 | . | -1 | . | 2 | -77 | .
CCOC(=O)c1cc(-c2c(Cl)cccc2Cl)no1 | -3 | 4 | -4 | 0 | . | 2 | -13 | .
Fc1ccc(-c2cnn3c(-c4ccncc4)ccnc23)cc1 | -56 | 19 | 4 | 0 | . | -12 | -80 | .
CC(C)(C)c1nc2scc(-c3ccc(Cl)cc3)c2c(=O)o1 | . | . | 3 | . | 2 | 11 | 45 | 1
C[C@H](O)C#Cc1cnc2c(c1)C(=O)N([C@H](C)CO)C[C@H](C)[C@@H](CN(C)C(=O)CN(C)C)O2 | -22 | -3 | 8 | -1 | -7 | -3 | . | -2[16.7 µM]
Cc1nn(CCCC(=O)Nc2ccccn2)c(C)c1[N+](=O)[O-] | -1 | 8 | 4 | 3 | . | -4 | -6 | .
CNc1ccc(Br)cc(C(=O)/C=C/c2ccc(OC)cc2OC)c1=O | 23 | 2 | . | . | -4 | -5 | -45 | -7
COc1ccc(/C=C/C(=O)C2CC2)cc1COc1cccc(C)c1C | . | -2 | -6 | 5 | 0 | 2 | 3 | -2
Cc1ccc(S(=O)(=O)N2CCCCC2)cc1C(=O)NCC1CCCO1 (configuration not stated) | 25 | 3 | . | -1 | -2 | -2 | -3 | .
CCCNC(=O)N(C)C[C@@H]1Oc2ncc(C#CC3CC3)cc2C(=O)N([C@@H](C)CO)C[C@H]1C | 6 | -4 | 2 | 0 | 3 | . | . | -5[16.7 µM]
Cc1ccc(S(=O)(=O)N2CCCC2C(=O)NCc2ccco2)cc1 (configuration not stated) | . | . | -4 | . | 7 | -5 | . | 2
COc1ccc(NC(=O)C[C@H]2C(=O)N(C3CCCCC3)C[C@@H]2CSC)cc1 | -2 | -95 | 5 | -1 | 0 | 1 | -8 | -9
COc1ccccc1Oc1ccc2c(c1)C(=O)N(c1cccc3ncccc13)C2=O | 10 | 11 | 2 | -1 | . | . | 8 | .
O=C(N/N=C/c1ccc(-c2ccccc2[N+](=O)[O-])o1)c1cccnc1 | -34 | . | 3 | 28 | -2 | 2 | 14 | -3
CCSc1nc2c(c(=O)[nH]1)C(c1cccnc1)C(C(=O)OC(C)C)=C(C)N2 (configuration not stated) | . | . | 2 | . | 1 | -3 | 9 | -12
COc1ccccc1S(=O)(=O)N[C@H]1CC[C@@H](CC(=O)NCc2cc(F)cc(F)c2)O[C@@H]1CO | -9 | . | 2 | 1 | . | . | -27 | .
CC(=O)N1CCc2cc(S(=O)(=O)C(C)CC(=O)NCc3ccco3)ccc21 (configuration not stated) | 56* | 6 | . | 2 | -1 | -5 | 5 | 3
O=S(=O)(NC1CC1)c1ccccc1 | 2 | -5 | 0 | -1 | -11 | 0 | 5 | -8
O=C(C[C@H]1C=C[C@@H](NC(=O)Nc2ccc3c(c2)OCO3)[C@H](CO)O1)NCc1ccccc1 | -11 | -3 | 12 | 0 | -5 | -3 | -9 | .
(continued)
SMILES | LGR2 inh | EWS-Fli block | PGC1a acetyl inh | CASP6 VEID inh | Cneo AK release | FN deposition inh | PAX8 reporter | miR122 inh
CO[C@H]1CC[C@@H]2CCN(C)C(=O)[C@@H](C)N(C)C(=O)c3cc(C#N)ccc3OC[C@H]1O2 | -4 | 3 | . | . | . | -6 | -10 | .
C/C=C/c1ccc2c(c1)O[C@H](CN(C)C(=O)Nc1ccccc1)[C@H](C)CN([C@H](C)CO)S2(=O)=O | -6 | 9 | 9 | 0 | 2 | 3 | . | 4[16.7 µM]
NC(=S)Nc1ccc(Cl)cc1Cl | 4 | 12 | . | 2 | . | -3 | -20 | .
CCOC(=O)C(C)n1cnc2c(nnn2-c2ccc(OC)cc2)c1=O (configuration not stated) | ? | . | -4 | . | -9 | -4 | . | -11
Cc1[nH]n(-c2ccccc2)c(=O)c1C=NCCc1ccccc1 | -35 | -26 | . | 2 | . | -4 | -1 | .
Cc1cc(Br)c2nc(-c3cccc(Br)c3)c(Cc3cccc(Cl)c3)n2c1 | -13 | -4 | . | 1 | . | -3 | 19 | .
CC1(C(=O)Nc2ccccc2)CCN1C(=O)C1(c2ccccc2)CC1 (configuration not stated) | 32 | -5 | -1 | -3 | 4 | 2 | -8 | 1
CNC[C@H]1Oc2ccc(N)cc2C(=O)N([C@H](C)CO)C[C@@H]1C | . | -9 | 3 | 3 | -3 | . | -9 | 1[16.7 µM]
CC(=O)c1nn(-c2ccc(Cl)cc2)c(=O)[nH]c1=O | -20 | -8 | -7 | 2 | 1 | -8 | 10 | 1
CCCC#Cc1ccc([C@@H]2[C@@H](CO)N3C(=O)CN(C(=O)CN4CCOCC4)C[C@@H]23)cc1 | -1 | -5 | -5 | -1 | . | . | . | .
Cc1ccc(C)c(S(=O)(=O)N2CCN(C(=O)c3cc(-c4cccs4)nn3-c3ccccc3)CC2)c1 | 32 | 10 | . | 3 | 0 | 3 | -14 | .
O=C(CCN1C(=O)/C(=C/c2ccccc2Cl)SC1=S)NC1=NCCS1 | -10 | -3 | 8 | -1 | . | -3 | -1 | .
Cc1cc(OCC(=O)NCC(O)c2ccccc2)c2c(C)cc(=O)oc2c1 (configuration not stated) | 19 | 1 | -4 | 1 | 0 | 8 | -14 | -9
COc1ccc(NC(=O)Nc2ccc3c(c2)C(=O)N([C@@H](C)CO)C[C@H](C)[C@@H](CN(C)C(=O)Nc2ccc(C(F)(F)F)cc2)OCCCC[C@H](C)O3)cc1 | 6 | -7 | 15 | -2 | 3 | . | 15 | -16[16.7 µM]
Cc1ccccc1NC(=S)NC(=O)c1cncc(Br)c1 | 5 | . | -12 | . | 12 | 4 | 5 | 6
CC1(C(=O)Nc2ccc3nc[nH]c3c2)CCN1C(=O)Cc1ccc(-c2ccccc2)cc1 (configuration not stated) | . | 14 | . | 2 | -2 | 27 | 28 | -8
COC(=O)[C@@]12C[C@@H](CC(=O)NCc3cccc(C(F)(F)F)c3)C(=O)N(Cc3cccc4ccccc34)C1=CCC(C)(C)C2 | 10 | -3 | . | -2 | . | 0 | 28 | .
NC(=O)c1cccc(-c2cccc(OC(=O)NC3CCCCC3)c2)c1 | -12 | -26 | . | 0 | -1 | 0 | -36 | .
CCN(CC)C(=O)CN(C#N)c1nc(C)cc(C)n1 | 2 | 6 | -5 | 2 | -3 | -20 | 6 | 1
c1ccc(Cc2cc(-c3ccccc3)on2)cc1 | . | . | -21 | . | -1 | -5 | . | -11
COc1ccc(/C=C2\SC(=NCc3ccccc3)NC2=O)cc1 | 12 | . | 7 | . | -2 | . | . | 4
COc1cccc(C2NC(=O)c3sc(=S)n(-c4ccccc4)c3N2)c1 (configuration not stated) | -1 | . | -26 | . | 1 | . | . | 3
C[C@@H]1CN([C@H](C)CO)C(=O)CCCn2nncc2CO[C@H]1CN(C)C(=O)Nc1ccc(-c2cccs2)cc1 | -3 | 1 | -14 | -1 | 3 | -3 | 70* | 2[16.7 µM]
CC(C)N(C)Cc1nnnn1CC(=O)N(C)Cc1cccc(Cl)c1 | -4 | 10 | . | 1 | -1 | 4 | 13 | -3
Cc1nnc2ccc(-c3cccc(NS(C)(=O)=O)c3)nn12 | -4 | 8 | . | -1 | . | -7 | 7 | .
More compounds
SMILES | LGR2 inh | EWS-Fli block | PGC1a acetyl inh | CASP6 VEID inh | Cneo AK release | FN deposition inh | PAX8 reporter | miR122 inh
CCN(CC)c1ccc(CNc2nc3ccccc3n2C)cc1 | -11 | 5 | -11 | 3 | . | 1 | -37 | .
COc1ccc(-c2ccc([C@@H]3[C@@H](C#N)N[C@@H]3CO)cc2)cc1 | -11 | -39 | 9 | -1 | -3 | 2 | -20 | .
Cc1ccc2nc(-c3ccncc3)cc(-c3ccccc3)c2c1 | 8 | . | 17 | . | -2 | -9 | . | .
COc1ccccc1NC(=O)c1ccc(NC(=O)CSc2nncn2C)cc1 | . | 10 | -1 | -2 | . | 12 | -5 | 4
COc1ccc(CN2CCCCC2c2cccnc2)c(OC)c1C (configuration not stated) | . | . | -15 | . | 11 | -2 | . | -5
CCOC(=O)Cn1c(=N)n(CCOc2ccc(F)cc2)c2ccccc21 | . | 11 | -7 | -4 | 9 | 0 | -4 | 1
CC(C)c1ccccc1-n1c(SCc2cc(=O)oc3ccc4ccccc4c23)nnc1-c1cccnc1 | 22 | -19 | . | 1 | . | -5 | 30 | .
CCn1c2ccccc2c(=O)c2ccccc21 | -54 | -1 | . | 2 | 2 | 22 | -13 | -15
COc1ccc(CN(C(=O)c2ccc(CN3CCOCC3)o2)C(C(=O)NCC2CCCO2)c2ccc(F)cc2)cc1 (configuration not stated) | -2 | 9 | 15 | 4 | 3 | 1 | 14 | -5
O=S(=O)(Nc1cccc(C(F)(F)F)c1)c1cnc[nH]1 | . | . | 7 | . | -1 | -4 | -9 | -2
COc1ccc2nc(NC(=O)c3ccccc3-c3ccccc3C(=O)O)sc2c1 | -16 | 2 | -5 | 6 | 3 | . | 3 | -13
O=C(Nc1ccc(N2CCN(C(=O)c3ccc(Cl)cc3)CC2)cc1)c1ccc([N+](=O)[O-])o1 | 46 | 67* | . | -1 | . | 8 | 49 | .
COc1ccc(NC(=S)N2CCCC(CO)C2)c(OC)c1 (configuration not stated) | 12 | -9 | . | 1 | . | . | -3 | .
C[C@@H]1CN([C@@H](C)CO)C(=O)Cc2cc(NC(=O)CCCCCC(=O)Nc3ccccc3N)ccc2O[C@@H]1CN(C)C | -15 | . | 8 | -1 | 0 | . | 17 | -1[16.7 µM]
CC1CCc2nn(CC(=O)NC3CCCC3)cc2C1 (configuration not stated) | -9 | -17 | . | 1 | 1 | 11 | -29 | -5

Shown in markdown: part of the list above
| smiles | LGR2 inh | EWS-Fli block | PGC1a acetyl inh | CASP6 VEID inh | Cneo AK release | FN deposition inh | PAX8 reporter | miR122 inh |
| --- | --- | --- | --- | --- | --- | --- | --- | --- |
| CC(C)c1ccccc1-n1c(SCc2cc(=O)oc3ccc4ccccc4c23)nnc1-c1cccnc1 | 22 | -19 | . | 1 | . | -5 | 30 | . |
| COc1ccc(-c2ccc([C@@H]3[C@@H](C#N)N[C@@H]3CO)cc2)cc1 | -11 | -39 | 9 | -1 | -3 | 2 | -20 | . |
| COc1ccc(CN2CCCCC2c2cccnc2)c(OC)c1C (configuration not stated) | . | . | -15 | . | 11 | -2 | . | -5 |
